TGFb SMAD3 inh – TGF-b pathway inhibition. actives 1.2% (n = 410,000). HepG2 CAGA-GFP TGF-b/SMAD3 reporter, GFP fluorescence, 18 h; TGF-beta stimulated, 500 pg/mL final. Potency, µM (top dose mostly 46.1 µM), inactives show top-dose activity, negative = inhibition, usual class: inhibitors. AID 588855; note: potency is the fitted concentration of half-maximal effect; % is set by controls: 0 for no effect and ±100 for the full control effect; nearly all actives have a fitted effect of over 65% in size
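First, reporter cells (HEPG2 CAGA-GFP) rested 2 h at 37 degrees C. Next, compounds were pinned in and TGF-beta added to 500 pg/mL final. After 18 h, GFP was imaged per cell and summed per well.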
Mm-Cpn inhibitor – M. maripaludis TRiC chaperonin inhibition | Potency, µM (titrated, usually from 76.9 µM), inactives show top-dose activity, negative = inhibition, usual class: inhibitors | actives 0.031% (n = 330,000) | purified Mm-Cpn ATPase, ADP Transcreener TR-FRET; note: potency is the fitted concentration of half-maximal effect; % is set by controls: 0 for no effect and ±100 for the full control effect; nearly all actives have a fitted effect of over 80% in size
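Reaction buffer contained 30 mM Tris pH 7.4, 100 mM KCl, 5 mM MgCl2 and 1 mM DTT. Mm-CPN (25 nM final) hydrolysed 10 uM ATP over 30 min at 37°C; ADP was read by HTRF.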
Akt phos inh – inhibitors of Akt phosphorylation | Neuro2A IGF-stimulated pAkt S473 HTRF, 20 min; stronger effect = lower value | activity change, % for hits at 50 µM | actives 0.32% (n = 360,000); in the data active = activity change below about -80%; inconclusive = mostly about -51% to -80%; note: % is set by controls: 0 for no effect and ±100 for the full control effect
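Neuro2A cells in DMEM with 0.5% FBS, overnight at 37 deg C, given compound at single 50 µM final, then IGF (6 nM final) for 20 min at 37 deg C. Lysed; phospho-Akt Ser473 by HTRF after 24 h, 665/615 ratio.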
HepG2 viability – counter-screen for TGF-b inhibitors: cytotoxicity in HepG2 cells | actives 0.76% (n = 410,000) | HepG2 CAGA-GFP viability, ATP luminescence, 18 h | Potency, µM (top dose mostly 46.1 µM), without a hit: at the top dose activity change, negative = cytotoxicity, hits mostly cytotoxic; note: potency is the fitted concentration of half-maximal effect; some results filed as inactive show a strong effect at the top dose
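HepG2 CAGA-GFP cells (1000/well, DMEM with 1% FBS) received compound, then TGF-beta at 500 pg/mL final, and were incubated 18 hours at 37 degrees C. Viability was read by CellTiter-Glo luminescence. Media-only wells were set as complete cell-killing and DMSO as no toxicity.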
S2 tox – viability counter-screen for ATXN expression inhibitors; S2 cells (HEK-293 line with an ATXN2-luciferase reporter) viability, CellTiter-Fluor protease fluorescence, 24 h; AID 651635; actives 0.49% (n = 400,000); Potency, µM (top dose mostly 56.7 µM), most hits filed as cytotoxic; note: potency is the fitted concentration of half-maximal effect; nearly all actives have a fitted effect of over 40% in size
CCT modulator – cytosolic chaperonin activity modulation. purified chaperonin ATPase assay, HTRF ADP detection, 30 min. activity change, % (concentration not given with the values), hits read low. actives 0.3% (n = 360,000); in the data active = activity change below about -30%; note: % is set by controls: 0 for no effect and ±100 for the full control effect
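ATPase activity: ADP formed was measured by HTRF Transcreener (665/615 nm ratio) after 30 min at 37 deg C with 10 uM ATP. Compounds screened at one 76 uM concentration against 40 or 20 nM TRiC in Tris pH 7.4/KCl/MgCl2/DTT buffer.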
Nrf2 block – inhibitors of Nrf2 signaling. actives 2.1% (n = 360,000). A549 ARE-Fluc reporter, luciferase luminescence, 18-24 h. Potency, µM (series often up to 46 µM), for the others: top-dose activity change, negative = inhibition, usual class: inhibitors; note: potency is the fitted concentration of half-maximal effect; % is set by controls: 0 for no effect and ±100 for the full control effect; nearly all actives have a fitted effect of over 60% in size
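Concentration-response testing used A549 ARE_Fluc cells at 5000 cells/well. Following an 18-24 h compound incubation, viability was read by fluorescence (Ex 405/Em 525) and luciferase output by luminescence.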
A549 tox – kills or reduces viability of A549 cells in Nrf2 counter-screen; A549 ARE-Fluc cells, CellTiter-Fluor viability, 18-24 h; Potency, µM (highest dose often 46 µM), for inactives: at the top dose activity change, negative = cytotoxicity, most hits filed as inhibitors; actives 0.16% (n = 390,000); AID 504648; note: potency is the fitted concentration of half-maximal effect; % is set by controls: 0 for no effect and ±100 for the full control effect
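A549 ARE_Fluc cells in 5% FBS OPTI-MEM were exposed to compounds in concentration-response for 18-24 h at 37 deg C. Viability was read by CellTiter-Fluor fluorescence (Ex 405/Em 525) after 30 min, before the luciferase read.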
Nrf2 activator – Nrf2 pathway activation | AREc32 ARE-luciferase reporter (MCF7-derived line), luminescence, 24 h | Potency, µM (top dose mostly 46.1 µM), for the others: at the highest dose activation, actives largely listed as activators | actives 0.31% (n = 410,000) | AID 624171; note: potency is the fitted concentration of half-maximal effect; % of control where 0% means no effect; nearly all actives have a fitted effect of over 65% in size
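AREc32 cells carrying an ARE-driven firefly luciferase, 1000 cells/well in OPTI-MEM with 5% FBS, dosed after overnight attachment and incubated 24 hr at 37 deg C. Steady-Glo luminescence read after 30 min at RT.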
* marks the source's active call; other numbers are inactive results; i = inactive; ? = inconclusive; . = not tested or not shown; & = joins results of further samples. Unless noted, calls come from the whole dose curve; as a rule, active = well fitted curve in the direction sought with a large enough effect; inconclusive = small, poorly fitted or top-dose-only effect, or another doubt; inactive = no such curve, though single readings can be large; an effect the other way counts as inactive or inconclusive. Compounds were not picked by outcome. About 4.4% of those tested had a hit in this group.

structure	HepG2 viability	Nrf2 block	TGFb SMAD3 inh	Nrf2 activator	Mm-Cpn inhibitor	CCT modulator	S2 tox	A549 tox	Akt phos inh
O=C(O)c1c2c(nc3ccccc13)/C(=C/c1ccc(O)cc1)CC2	13%	?	-4%	-0.7%	-3%	1.8	.	15%	i
NC(=O)Cc1ccc(C(=O)c2ccccc2F)s1	5%	4%	12%	-0.3%	-3%	0.3	i	0%	i
Cc1ccc(CNC(=O)/C=C/c2ccccc2Cl)cc1	-29%	?	?	2.5%	-1%	-1.3	i	0%	i
Cc1occc1-c1nnc(SCCNCCO)o1	7%	6%	1%	0.4%	1%	-15	i	0%	i
O=C(COC(=O)CC1CCCC1)Nc1cc2c(cc1Cl)C(=O)c1ccccc1C2=O	-26%	1%	-16%	5.1%	-1%	2.1	i	-15%	i
Cc1nn(Cc2ccccc2)c(C)c1CNC(=O)CN=C1NS(=O)(=O)c2ccccc21	9%	?	5%	4.9%	1%	2.9	i	9%	i
CC(=O)NCC(=O)OCC(=O)c1ccc(Br)cc1	5%	-1%	?	-0.2%	0%	-5.6	?	-13%	i
FC(F)(F)c1cnc(-c2cnc(-c3ccncc3)nc2)c(Cl)c1	0%	?	-22%	0.5%	-3%	-0.1	i	-5%	i
Cc1ccc(NC(=O)CNc2ccc(N3CCOCC3)cc2)cc1S(=O)(=O)N(C)C	12%	-27%	10%	-0.1%	-7%	0.5	i	-12%	i
Cc1cccc(NC(=S)N2CCN(Cc3ccccc3)CC2)c1C	-2%	-1%	-1%	0.1%	-2%	-3.8	?	-1%	i

New compounds follow.
structure	HepG2 viability	Nrf2 block	TGFb SMAD3 inh	Nrf2 activator	Mm-Cpn inhibitor	CCT modulator	S2 tox	A549 tox	Akt phos inh
COc1ccc(/C=N/NC(=O)c2cc3c(ccc4ccccc43)o2)c(OC)c1	-26%	4%	-8%	0.2%	2%	-0.5	i	-4%	i
CCCn1cc(S(=O)(=O)c2ccc(CC)cc2)c(=O)c2ccccc21	-18%	-28%	0%	-0.4%	.	.	i	19%	.
Nc1nncn1C(=O)CCCOc1ccccc1	-1%	4%	-2%	-0.3%	-1%	-0.2	i	-3%	i
CCc1ccc(Sc2cc(C(=O)NC(C)CC)c3ccccc3n2)cc1 (stereo unspecified)	-24%	.	-18%	-0.8%	.	.	i	9%	.
CCOC(=O)/C=C1\SCC(=O)N1CC(=O)NC(C)C	7%	6%	6%	0.0%	-2%	0.2	i	0%	i
COCC(C)NC(=O)CSc1nc(-c2ccccc2)c(-c2ccccc2)o1 (stereo unspecified)	-37%	?	-29%	0.1%	-13%	-0.8	i	-3%	i
CCCCC(CC)CNC(=O)CCCCn1c(=O)[nH]c2ccsc2c1=O (stereo unspecified)	8%&-28%	-14%	?	0.1%&0.7%	6%	1.3	?	5%&-1%	i
O=C1CCCN1c1cccc(Br)c1	-25%	11%	-7%	-0.9%	2%	0.4	i	-4%	i
CC(C)(C)OC(=O)[C@H](CCCCN)NC(=O)c1nc[nH]c1C(=O)NCCCCCN	3%	9%	-10%	0.1%	0%	-0.3	i	-5%	i
O=C1CC(C2CCCO2)C(=O)N1c1ccccc1 (stereo unspecified)	9%	11%	0%	-0.1%	1%	-6.9	i	-6%	i

Other structures:
structure	HepG2 viability	Nrf2 block	TGFb SMAD3 inh	Nrf2 activator	Mm-Cpn inhibitor	CCT modulator	S2 tox	A549 tox	Akt phos inh
O=C(NCCc1ccccc1)C(=Cc1ccc(C(=O)O)cc1)C(=O)NCCc1ccccc1	9%	2%	24%	0.5%	1%	0.8	i	0%	i
O=c1cc2c(=O)oc3cc(O)c(O)oc3c2c(O)c1O	-2%	-2%	0%	-0.9%	-3%	0.0	i	-18%	i
Cc1c(C(=O)Nc2ccccn2)sc2nc3n(c(=O)c12)CCC3	-4%	?	-25%	-0.1%	-6%	-1.5	i	10%	i
COc1ccc(CNC(=O)C2CCN(c3nc(-c4ccccc4)nc4c3CCC4)CC2)cc1	14%	?	?	0.0%	-1%	0.3	?	-27%	i
COC(=O)c1ccccc1NC(=O)N1CCN(C/C=C/c2ccccc2)CC1	-14%	3%	-29%	-0.6%	-1%	2.6	i	3%	i
C[C@H]1NC(=O)[C@@]2(C)[C@@H](c3ccccc3)[C@H]3COc4ccccc4[C@@H]3N2C1=O	-3%	-3%	2%	0.2%	1%	0.2	i	-1%	i
CCCCCOC(=O)C1=C(C)NC(=O)NC1c1ccccc1 (stereo unspecified)	-4%	-4%	-8%	3.7%	-2%	1.2	i	11%	i
CCOC(=O)CS(=O)(=O)CC(=O)Nc1ccc([N+](=O)[O-])cc1OC	-59%	14%	?	-0.1%	?	3.7	i	-1%	i
COc1ccc(C2CC(O)(C(C)(C)O)NO2)cc1 (stereo unspecified)	-26%	4%	0%	11%	1%	-1.9	i	0%	i
COc1ccc(C2(O)CCN(CCCCOc3ccccc3)CC2)cc1	-23%	5%	2%	0.1%	-1%	-0.4	i	8%	i

More entries.
structure	HepG2 viability	Nrf2 block	TGFb SMAD3 inh	Nrf2 activator	Mm-Cpn inhibitor	CCT modulator	S2 tox	A549 tox	Akt phos inh
O=C(NCCCN1CCOCC1)c1ccc(NS(=O)(=O)c2ccccc2)cc1	-30%	?	-5%	0.4%	1%	-0.7	i	6%	i
COc1ccc(NC(=O)CSCC(=O)OCc2cccc(OC)c2OC)cc1	-17%	13%	0%	-0.9%	-1%	-1.8	i	-4%	i
COc1cccc(F)c1C(=O)NC(=O)Nc1ccc2nc(C)oc2c1	-35%	-2%	11%	0.4%	1%	-1.5	?	-12%	i
FC(F)(F)c1cccc(Nc2nc(N3CCOCC3)nc(N3CCOCC3)n2)c1	-25%	2%	4%	4.5%	1%	1.7	i	26%	i
O=C(c1cc2c(F)cccc2s1)N1CCCC1	14%	?	-12%	-0.6%	0%	2.8	i	0%	i
COc1ccc(OC)c(NC(=O)C2(C)CCN2Cc2ccc(OC)c3ccccc23)c1 (stereo unspecified)	-24%	.	-22%	1.1%	.	-0.7	?	.	i
COc1ccc(/C=C/C(=O)Nc2ccc(Cl)c(Cl)c2)cc1OC	-46%	?	?	-2.6%	.	.	.	-5%	.
O=C(Cc1cccs1)NCc1cccs1	-2%	.	13%	-0.6%	2%	-1.2	i	1%	i
Cc1cnn(-c2ccc3nnc(-c4ccc(Cl)cc4)n3n2)c1	-2%	-17%	-1%	-0.1%	-9%	-6.3	i	2%	i
COCCNC(=O)CN1C(=O)COc2ccc(Cl)cc21	-58%	-8%	?	-0.5%	-1%	-2.8	i	-1%	i

Reprinted from the part before: 6 compounds, followed by the next part.
structure	HepG2 viability	Nrf2 block	TGFb SMAD3 inh	Nrf2 activator	Mm-Cpn inhibitor	CCT modulator	S2 tox	A549 tox	Akt phos inh
O=C(c1cc2c(F)cccc2s1)N1CCCC1	14%	?	-12%	-0.6%	0%	2.8	i	0%	i
COc1ccc(OC)c(NC(=O)C2(C)CCN2Cc2ccc(OC)c3ccccc23)c1 (stereo unspecified)	-24%	.	-22%	1.1%	.	-0.7	?	.	i
COc1ccc(/C=C/C(=O)Nc2ccc(Cl)c(Cl)c2)cc1OC	-46%	?	?	-2.6%	.	.	.	-5%	.
O=C(Cc1cccs1)NCc1cccs1	-2%	.	13%	-0.6%	2%	-1.2	i	1%	i
Cc1cnn(-c2ccc3nnc(-c4ccc(Cl)cc4)n3n2)c1	-2%	-17%	-1%	-0.1%	-9%	-6.3	i	2%	i
COCCNC(=O)CN1C(=O)COc2ccc(Cl)cc21	-58%	-8%	?	-0.5%	-1%	-2.8	i	-1%	i
CCCCc1cc(=O)oc2cc(OCC(=O)N[C@@H](Cc3ccccc3)C(=O)O)ccc12	-2%	7%	-7%	-0.7%	-3%	0.8	i	2%	i
Cc1ccnc(NC(=O)CSc2ccccn2)c1	50%	20%	26%	15%	0%	-0.9	i	-2%	i
O=C(CSc1nnc(-c2ccncc2)n1-c1ccc(F)cc1)NNC(=O)c1cccc(O)c1	9%	12%	8%	1.4%	0%	-3.4	i	-3%	i
CCOC(=O)c1c(C)[nH]c(C)c1S(=O)(=O)NCC(=O)Nc1cc(C)ccc1OC	-27%	?	-24%	0.0%	.	.	i	13%	.
C#CCN(CC=C)C(=O)CCc1nnc(COc2ccccc2)o1	4%	26%	15%	2.9%	2%	-0.7	i	-3%	i
CC1(C)Cc2ccccc2C(C(=O)c2ccccc2)=N1	1%	4%	6%	0.1%	1%	-4.0	i	-1%	i
OCCN1CCN(c2ncnc3ccc(Br)cc23)CC1	1%	-17%	6%	-2.5%	-1%	-1.5	i	2%	i
CCc1nn(CC(=O)N2CCCCCC2)c(=O)c2cc3ccccc3n12	4%	?	22%	1.4%	-2%	-0.1	i	0%	i
Cc1ccc(Cl)cc1N1CCN(S(=O)(=O)c2ccc3c(c2)NC(=O)C(C)C(=O)N3)CC1 (stereo unspecified)	-56%	?	?	5.9%	-2%	-0.3	?	3%	i
CCCc1nnc(NC(=O)CCC(=O)N2CCN(S(=O)(=O)c3ccc(OC)cc3)CC2)s1	3%	-8%	15%	-0.3%	0%	-3.0	i	3%	i
CC(Oc1ccc(S(=O)(=O)N2CCCC2)cc1[N+](=O)[O-])C(=O)NC1(C#N)CCCCC1 (stereo unspecified)	-39%	-17%	-14%	-0.2%	1%	0.2	i	-9%	i
CCn1c(COc2ccccc2C)nnc1SCC(=O)CC(=O)Nc1ccccc1	-5%	2%	-13%	0.2%	0%	-3.4	i	8%	i

Bioassay records from PubChem.
